KCNQ2 inh – KCNQ2 channel blockers in CHO-K1 cells – cell-based, FluxOR thallium flux, B-score, primary screen (AID 2156); O88943; 20 min; hits give low values; B-score at 10 µM; actives 1.1% (n = 310,000);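 active means fluorescence ratio B-score at most minus 3 library SDs, with starting brightness B-score within 2 library SDs, cut at about -5.5 in these data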
Target sequence (O88943 whole entry, looked up): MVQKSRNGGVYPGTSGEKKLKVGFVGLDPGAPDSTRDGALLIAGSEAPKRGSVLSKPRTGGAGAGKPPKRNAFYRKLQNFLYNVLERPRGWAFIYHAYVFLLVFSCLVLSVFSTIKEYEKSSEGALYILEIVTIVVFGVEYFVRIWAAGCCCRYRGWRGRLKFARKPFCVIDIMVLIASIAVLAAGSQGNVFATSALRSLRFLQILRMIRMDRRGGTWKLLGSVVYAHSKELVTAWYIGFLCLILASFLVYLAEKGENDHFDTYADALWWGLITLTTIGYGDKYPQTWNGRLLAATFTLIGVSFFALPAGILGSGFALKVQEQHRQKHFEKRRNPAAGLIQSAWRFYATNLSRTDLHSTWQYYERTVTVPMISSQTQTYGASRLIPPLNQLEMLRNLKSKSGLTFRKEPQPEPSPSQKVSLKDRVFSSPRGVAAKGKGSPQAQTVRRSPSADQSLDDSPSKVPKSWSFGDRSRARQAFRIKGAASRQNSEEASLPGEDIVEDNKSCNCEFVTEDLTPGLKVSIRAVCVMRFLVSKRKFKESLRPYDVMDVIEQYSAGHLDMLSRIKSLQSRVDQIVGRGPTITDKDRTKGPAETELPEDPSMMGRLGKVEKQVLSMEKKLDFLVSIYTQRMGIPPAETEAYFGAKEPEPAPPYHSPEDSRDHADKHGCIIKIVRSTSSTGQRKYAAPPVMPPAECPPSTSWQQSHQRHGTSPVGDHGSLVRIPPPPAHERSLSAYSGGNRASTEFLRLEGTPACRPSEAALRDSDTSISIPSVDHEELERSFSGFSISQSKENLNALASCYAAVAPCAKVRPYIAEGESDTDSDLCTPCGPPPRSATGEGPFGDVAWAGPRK
Kir21 inh – inhibitors of mouse Kir2.1 inward-rectifier potassium channel. P35561. B-score at 10 µM. actives 0.85% (n = 310,000). HEK293-Kir2.1, FluxOR thallium flux fluorescence; hits give low values. AID 1672;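 active means fluorescence ratio B-score at or below minus 3 SD of library scores, with starting-brightness B-score within 2 SD, cut at about -4.2 in these data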;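 further: channel flux triggered by added potassium and thallium sulfate stimulus; B-score of peak minus minimum fluorescence over baseline after thallium stimulus; more negative B-score means stronger Kir2.1 block with less thallium influx; some compounds called inactive have numbers as strong as hits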
An asterisk follows results filed as active; i = inactive.

nr	SMILES	Kir21 inh	KCNQ2 inh
1	NC(=O)CSc1nnc(NC(=O)C23CC4CC(CC(C4)C2)C3)s1	1.6	i
2	CCCn1c(NCc2cc(C)ccc2O)nc2ccccc21	-0.74	i
3	O=C(NCc1ccccn1)c1cccc(NS(=O)(=O)c2cccc(Cl)c2)c1	1.1	i
4	CCNc1nc(NC(C)C)nc(NS(=O)(=O)c2ccc(N)cc2)n1	0.64	i
5	Cc1cc(C)cc(Oc2ccc(NC(=O)C3CC=CCC3C(=O)O)cc2)c1 (stereo not given)	-1.1	i
6	CCO/N=C(/C)c1c(O)cc(-c2ccccc2)n(-c2ccccc2)c1=O	0.59	i
7	COc1ccc(C2C(C(=O)N3CCCC3)c3cc(OC)c(OC)cc3C(=O)N2C)cc1OC (stereo not given)	-0.08	i
8	O=C(NCc1cccs1)c1cccc(Nc2nc3ccc(Br)cc3[nH]2)c1	1.7	i
9	CCCn1nnnc1NCc1cc(Br)ccc1OC	-4.8	i
10	NC(=O)CSc1cn(Cc2ccc(F)cc2)c2ccccc12	-0.04	i
11	O=C(CCS(=O)(=O)c1cccc2nsnc12)N1CC(=O)N(CCc2ccccc2)C(=O)C1	-0.36	i
12	CCOc1ccc(CN(Cc2ccco2)C(c2cccs2)c2nnnn2C(C)(C)C)cc1 (stereo not given)	-1.1	-6.3*
13	Cc1cccn2cc(CCNC(=O)c3cccs3)nc12	0.59	i
14	N#CC1=C(N)N2C(=C(C#N)C1c1cccc(Br)c1)Nc1ccccc12 (stereo not given)	0	i
15	O=c1c2[nH]c3ccccc3c2ncn1Cc1ccncc1	0.73	i
16	O=C(c1ccco1)N1CCN(Cc2cccc([N+](=O)[O-])c2)CC1	0.68	i
17	CC(=O)Nc1nnc(SCC(=O)c2ccc(F)cc2)s1	1.8	i
18	CC(=O)/C(=N\Nc1ccccc1)Oc1ccc(Br)cc1	-0.28	i
19	Cc1cc(C)n(CCC(=O)N2CCCC(N3CCN(c4cccc(Cl)c4)CC3)C2)n1 (stereo not given)	0.21	i
20	CCc1cc(C(=O)N/N=C/c2ccc(OC)cc2)c2ccccc2n1	2.5	i
21	O=S(=O)(c1ccc(OCc2nc3ccccc3s2)c(Cl)c1)N1CCOCC1	-0.32	i
22	COc1ccccc1NC(=O)COC(=O)/C=C/c1ccccc1[N+](=O)[O-]	2.7	i
23	COc1cccc(C(=O)O/N=C(\N)c2ccc([N+](=O)[O-])cc2)c1	0.31	i
24	COc1cccc(CNC(=O)C2CCN(S(=O)(=O)c3c(C)nn(C)c3C)CC2)c1	0.49	i
25	O=C(NCc1nnc(SCC(=O)N2CCCC2)o1)c1ccccc1	-0.13	i
26	O=C(Nc1ccccc1)c1ccccc1NC(=O)c1ccccc1[N+](=O)[O-]	2.2	i
27	Cc1cc2nc(C3CCN(Cc4nnnn4Cc4cccs4)CC3)[nH]c2cc1C	-0.01	i
28	COc1ccc(-c2nn(-c3ccccc3)cc2/C=N/NC(=S)NC(C)C)cc1OC	-1.1	i
29	Cc1ccc(C)c(NC(=O)Cc2nc(CCl)cs2)c1	-1.9	i
30	CCCNC(=O)Cn1c2ccccc2c2nc(=O)cc(C)n21	-2.4	i
31	COc1ccccc1-n1cc2c([N+](=O)[O-])cc([N+](=O)[O-])cc2n1	0.01	i
32	COc1cc2c(-c3ccccc3O)nc3c(c(C)nn3-c3ccccc3)c2cc1OC	0.63	i
33	CCc1ccc(OC(=O)CN2C(=O)c3ccccc3C2=O)cc1	1.4	i
34	O=C(O)c1cccc2c1/C(=N/Nc1ccc([N+](=O)[O-])cc1[N+](=O)[O-])c1ccccc1-2	-1.2	i
35	CCN(CC)c1ccc2cc(S(=O)(=O)c3ccc(Cl)cc3)c(=O)oc2c1	-1.6	-6.2*
36	Cc1ccc(S(=O)(=O)NCc2ccc(C(=O)NCCN(Cc3ccccc3)C(C)C)cc2)cc1	-0.85	i
37	COc1cc(OC)cc(C(=O)Nc2ccc(S(=O)(=O)Nc3ncccn3)cc2)c1	3.1	i
38	CCCCCCSc1ccc([C@H]2N[C@@](CC(C)C)(C(=O)OC)[C@H]3C(=O)N(C)C(=O)[C@@H]23)cc1OC	-0.15	i
39	CC(Oc1ccc(NC(=O)c2ccco2)cc1)C(=O)N1c2ccccc2CC1C (stereo not given)	1.4	i
40	O=[N+]([O-])c1cccc(-n2nnnc2CN2CCCCCC2)c1	-1.4	i
41	CCOc1ccc(N2CC(C(=O)Nc3cccnc3)CC2=O)cc1 (stereo not given)	-1.4	i
42	N#CCCN(C(=O)COC(=O)Cc1ccc(Br)cc1)c1ccccc1	1.2	i
43	Cc1nnc(NC(=O)c2cccc(S(=O)(=O)N3CCOCC3)c2)s1	0.01	i
44	CC(=O)c1ccccc1C(=O)N1CCCC(N2CCN(Cc3ccc4c(c3)OCO4)CC2)C1 (stereo not given)	-0.22	i
45	Cc1ccc(OCC(=O)Nc2ccccc2C(=O)N2CCCCC2)cc1	-2.9	i
46	CCOC(=O)CSc1nc(-c2ccccn2)ncc1OC	-0.2	i
47	COc1ccccc1CNC(=O)c1cc(S(=O)(=O)N2CCCCC2)c[nH]1	0.4	i
48	Cc1ccc(-c2csc(NC(=O)CSC3=NCCS3)n2)cc1	-0.74	i
49	COCCNC(=O)C(c1cccnc1)N(Cc1ccccc1)C(=O)Cn1nnc2ccccc21 (stereo not given)	0.73	i
50	Nc1nc(N)nc(-c2ccc(Cl)cc2)n1	-0.18	i

Next results:
nr	SMILES	Kir21 inh	KCNQ2 inh
51	CC(=O)/C=C1\N(C)c2ccc(C)cc2C1(C)C	1.2	i
52	C1CCN(c2nc3nonc3nc2N2CCCC2)C1	-0.24	i
53	CC12CC(NC(=O)N1c1cccc(C(=O)NCc3ccc4c(c3)OCO4)c1)c1cc(Cl)ccc1O2 (stereo not given)	0.71	i
54	O=C(O)CC1(CC(=O)NCc2ccc(F)cc2)CCCCC1	-1	i
55	CC(=O)Nc1nnc(COc2ccccc2)s1	-0.57	i
56	CC(=O)N1c2ccc(S(=O)(=O)N(C)C3CCCCC3)cc2CC1C (stereo not given)	-1.6	i
57	Cc1cccc(C)c1NC(=O)CS(=O)CC(=O)Nc1ccc(N2CCOCC2)cc1 (stereo not given)	-1.8	i
58	COC(=O)CC1C(C(=O)OC)ON2OC(C(=O)OC)C(C(=O)OC)C12 (stereo not given)	0.52	i
59	CC(C)Cc1ccc(S(=O)(=O)NCC2CCCO2)cc1 (stereo not given)	0.02	i
60	COCCNC(=O)c1cc(-c2ccccn2)nc2ccc(S(=O)(=O)N3CCC(C)CC3)cc12	-0.22	i

Profiles as entered above. Order of values: Kir21 inh | KCNQ2 inh
Shown for `O=C(O)CC1(CC(=O)NCc2ccc(F)cc2)CCCCC1` = -1 | i
Shown for `COC(=O)CC1C(C(=O)OC)ON2OC(C(=O)OC)C(C(=O)OC)C12` (stereo not given) = 0.52 | i
Shown for `COCCNC(=O)c1cc(-c2ccccn2)nc2ccc(S(=O)(=O)N3CCC(C)CC3)cc12` = -0.22 | i

Further compounds
nr	SMILES	Kir21 inh	KCNQ2 inh
61	CCOc1ccc(C(C)NC(=O)CCC(=O)O)cc1 (stereo not given)	0.45	i
62	COc1cc(/C=C2/C(=O)N(c3ccc(Br)cc3)N=C2C)cc([N+](=O)[O-])c1O	-0.4	i
63	O=S(=O)(Nc1nc2ccccc2nc1Nc1ccc(N2CCOCC2)cc1)c1cc(Cl)ccc1Cl	1.2	i
64	CC(C)CC(=O)NC(=S)Nc1ccc(F)cc1F	0.37	i
65	CCOC(=O)N1CCC(NC(=O)CCCN2C(=O)CSc3ncccc32)CC1	-0.48	i
66	Cn1c(=O)[nH]c(=O)c2c1nc(N1CCCCCC1)n2CCCSc1nc2ccccc2o1	0.15	i
67	O=C(CSc1nnc(CNC(=O)c2cccc(C(F)(F)F)c2)o1)NCc1ccco1	1	i
68	CCCN1C(=O)/C(=C2\SC(=S)N(c3c(C)n(C)n(-c4ccccc4)c3=O)C2=O)c2ccccc21	-0.16	i
69	CNNC(=S)NC1CC2CC1C1C=CCC21 (stereo not given)	0.33	i
70	COc1cccc(-c2noc(-c3ccc(Br)o3)n2)c1	0.56	i
71	N#CCSc1nc2ccccc2o1	-1.1	i
72	CCOC(=O)N1CCN(C(=O)Cc2ccsc2)CC1	0.73	i
73	CC/C(=N\NC(=O)c1csc(C)c1C)c1cccs1	0	i
74	CCn1c(C(C)NC(=O)c2cccs2)nc2ccccc21 (stereo not given)	-0.35	i
75	CCCCCc1c(C)nc(Nc2nc(C)c3cc(OC)ccc3n2)[nH]c1=O	-0.18	i
76	CCCCCn1c(=NC(C)=O)c(C#N)cc2c(=O)n3ccccc3nc21	0.33	i
77	N#CCCn1cc(C(=O)O)c(-c2cccs2)n1	0	i
78	CC(C)CCNC(=O)CCn1nc(-c2ccccc2)ccc1=O	-0.43	i
79	O=C(c1cc2cc(Cl)ccc2[nH]1)N1CCN(c2ccccc2F)CC1	1.7	i
80	O=C(O)C1CCCCC1C(=O)Nc1ccc2c(c1)CCC2 (stereo not given)	-0.76	i
81	O=C(NC1(C(F)(F)F)NC(=O)N(Cc2ccco2)C1=O)c1cccs1 (stereo not given)	1.2	i
82	CCCC(=O)N(CCN1CCOCC1)c1nc2ccc(OCC)cc2s1	-1.8	i
83	COc1cccc(-c2nc(CS(=O)CC(=O)NCc3ccccc3)c(C)o2)c1 (stereo not given)	0.69	i
84	Cc1cc(C)c(NC(=O)COC(=O)C2CCC(=O)N2)c(C)c1 (stereo not given)	0.11	i
85	O=C(Nn1c(-c2ccncc2)nc2ccccc2c1=O)c1ccc(Br)cc1	-1.1	i
86	COc1ccc(NCC(O)Cn2c(C)c(C)c3ccccc32)cc1 (stereo not given)	-1.2	i
87	CCOc1ccc(NC(=O)CSc2nccn(-c3ccc4c(c3)OCCO4)c2=O)cc1	0.96	i
88	O=[N+]([O-])c1ccc(C[n+]2ccccc2)cc1	0.82	i
89	COc1ccc(N2CCN(C(=O)CCn3nnc4ccccc43)CC2)cc1	-3.3	i
90	CCCOc1ccc(-c2cnc(N)s2)cc1	1.8	i

3 successive entries from above, for reference:
nr	SMILES	Kir21 inh	KCNQ2 inh
85	O=C(Nn1c(-c2ccncc2)nc2ccccc2c1=O)c1ccc(Br)cc1	-1.1	i
86	COc1ccc(NCC(O)Cn2c(C)c(C)c3ccccc32)cc1 (stereo not given)	-1.2	i
87	CCOc1ccc(NC(=O)CSc2nccn(-c3ccc4c(c3)OCCO4)c2=O)cc1	0.96	i

Carrying on.
nr	SMILES	Kir21 inh	KCNQ2 inh
91	Cc1onc(-c2ccccc2)c1CNC(=O)Nc1ccc(C(F)(F)F)cc1	0	i
92	CCOc1ccc(S(=O)(=O)NCC2CCCO2)c2cccnc12 (stereo not given)	0.57	i
93	Cc1ccc(C(=O)O)cc1-c1ccc(C=C2C(=O)c3ccccc3C2=O)o1	-0.28	i
94	COc1ccc(NC(=O)CSc2nnc(Cc3ccc(C)cc3)c(=O)n2N)cc1	-0.83	i
95	Cc1ccc(CNC(=O)CCC(=O)n2ncc3cc(C)ccc32)cc1	-0.09	i
96	Cc1cnc(NC(=O)c2ccncc2)s1	-0.37	i
97	COc1cccc(NC(=O)COC(=O)CC(NC(N)=O)c2ccc(Cl)cc2)c1 (stereo not given)	1.3	i
98	COc1ccc(COc2cc(-c3cccc(OC)c3)nc3ccc(NC(=O)c4ccc(OC)cc4)cc23)cc1	-0.26	i
99	Nc1nnc(SCc2ccc(F)cc2Cl)s1	0.94	i
100	Cc1cc2cc(CNC(=O)c3ccc(S(=O)(=O)N4CCCCC4)cc3)ccc2[nH]1	1.1	i
101	Cc1ccc(-c2cc(C(=O)NN)n[nH]2)o1	0.59	i
102	O=C(CCc1ccccc1)N/N=C\c1cc2c(cc1Br)OCO2	-1.1	i
103	COc1cc(/C=C(\C#N)c2nc3ccccc3[nH]2)ccc1O	-1.6	i
104	COC(=O)c1ccc(NC(=O)CSCc2ccccc2C)cc1	2	i
105	Cc1cc(N/N=C/c2cccc(Cl)c2)nc(-n2nc(C)cc2C)n1	-1.1	i
106	Cc1ccc([N+](=O)[O-])cc1NC(=O)CNC1CCCCC1	0.63	i
107	COc1cccc(NC(=O)Nc2cccnc2)c1	1.3	i
108	COc1ccccc1C(=O)Nc1ccccc1N1CCOCC1	0.06	i
109	O=C1C(=O)N(CCO)C(c2ccccc2[N+](=O)[O-])/C1=C(\O)c1ccccc1 (stereo not given)	1.5	i
110	CCN(c1ccccc1)S(=O)(=O)c1ccc(C(=O)NCCc2ccc(S(N)(=O)=O)cc2)cc1	0	i
111	COc1ccc(N2CCN(CC(O)COCCOc3ccc(Br)cc3)CC2)cc1 (stereo not given)	-4.3*	i
112	COc1ccc(C(=O)NCC(=O)NCC(=O)OCC(=O)c2ccc(Br)cc2)cc1	1.1	i
113	COc1cccc(NC(=O)c2ccc3c(c2)CCCC3)c1	0.76	i
114	COc1ccccc1CNS(=O)(=O)c1c(C)nc2scc(C)n2c1=O	-0.03	i
115	CCN(CC(=O)NCCc1ccc(S(N)(=O)=O)cc1)Cc1nc2ccccc2c(=O)[nH]1	-0.13	i
116	O=C(COC(=O)c1cncc(Br)c1)NC1CCCC1	-0.14	i
117	C/C(=C\C(=O)c1ccc(Cl)cc1Cl)N(C)C	-1.3	i
118	COc1ccc(C)cc1NS(=O)(=O)c1ccc(Br)s1	-3.5	i
119	Cc1ccccc1NC(=O)c1ccc(C)c(S(=O)(=O)Nc2cccnc2)c1	-0.83	i
120	O=c1/c(=C/c2ccc(O)cc2)sc2nc3cc(Br)cnc3n12	-1.3	i
121	CC(=O)c1ccc(NC(=O)CSc2nc(C)cc(C)c2C(N)=O)cc1	-1.1	i
122	O=C(N/N=C/c1ccc(OC(=O)c2ccccc2Cl)cc1)c1cc(O)cc(O)c1	-0.27	i
123	CCCc1cc(C(=O)Nc2ccc(C(=O)OC)cc2)cs1	-0.56	i
